# Source: PubChem (several laboratories)
# Dynein transport: dynein cargo transport inhibition; 3617.4 mouse cells, GR-EGFP nuclear translocation imaging; test concentration mostly 20 µM; stimulated with dexamethasone, 1 µM; stronger effect = lower value; z-score, hits read low; hit rate 0.47% among 220,000; AID 1381;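 active means plate z-score of nuclear minus cytoplasmic receptor signal below a set negative limit, without overly bright fluorescence or cell loss, cut at about -3.5 in these data, passing the limit was not always enough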;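 further: z-score of nuclear minus cytoplasmic ring GR-EGFP intensity difference per well; some compounds called inactive have numbers as strong as hits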
#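 Schedule: 48 h induction, then 1 h compound, then 30 min agonist, 37 °C. Buffer or medium: tetracycline-free induction medium containing charcoal-stripped FBS. Reagent: 1.0 µM final dexamethasone stimulus. Evaluation: nuclear versus cytoplasmic GR-EGFP signal, averaged per well. Signal: high-content fluorescence imaging after fixation.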
# TNAP activation fold: human TNAP enzyme activators, primary screen, biochemical, luminescent, no phosphate acceptor, uHTS (AID 1001) | purified TNAP, luminescent activation assay, no phosphate acceptor; higher activation fold means a stronger effect | one-dose activation fold at 20 µM; EC50 in µM for titrated hits | hit rate 0.03% among 200,000; in the data active means activation fold from about 3, or a potency from the dose series; inactive means the rest, 99 in 100 with activation fold below about 1.6; further: many of its hits are not listed in these tables
# Lipid droplet: modulators of hepatic lipid droplet formation; hit rate 0.4% among 240,000; AML12 mouse hepatocytes, oleate lipid droplets, BODIPY imaging; inhibition, % at 6.5 µM; AID 1656;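 active means lipid droplet intensity inhibited by at least 50%, with more than 500 cells counted; inconclusive means wells with under 300 cells, treated as cytotoxic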
#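 Assay system: AML12 hepatocytes (mouse) / Also added: 100 µM oleic acid challenge / Times: overnight treatment with compound plus oleate / Detection: high-content imaging of BODIPY-stained droplets and DAPI nuclei / Evaluation: % inhibition of lipid droplet signal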
# Ins promoter up: MIN6 insulin promoter up-regulation | hit rate 0.3% among 190,000 | AID 1625 | z-score at 5 µM | MIN6 insulin promoter-GFP reporter, high-content imaging; stronger effect = higher value;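 active means z-score above 3 at 5 µM with at least 500 cells counted in the well; inconclusive means wells under 500 cells, flagged as cytotoxic or low count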
# b-catenin transl: modulators of beta-catenin nuclear translocation | nuclear translocation activity, % at 5 µM | hit rate 0.3% among 190,000 | HeLa beta-catenin nuclear translocation, immunofluorescence imaging;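 active means nuclear translocation activity above 50% at 5 µM, with a well cell count of 50 or more; inconclusive means wells under 50 cells across six images, flagged as toxic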;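 further: per-cell ratio of nuclear to cytoplasmic median beta-catenin stain intensity; plate controls were DMSO negative control for no effect and GSK-3 inhibitor IX positive control for full effect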
#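 Read-out: Nuclear/cytoplasmic beta-catenin signal ratio, % activation | Assay system: Human HeLa cell line | Times: 24 h compound exposure at 37°C, 5% CO2 | Signal: Fluorescence imaging of beta-catenin antibody stain plus DAPI | Dosing: 5 µM primary, 0.02–20 µM confirmation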
# T cell HTS: modulates CD8 T cell binding to vesicles; 2C CD8+ T cell-vesicle binding, flow cytometry; stronger effect = lower value; calls only at 7 µM; hit rate 0.068% among 330,000;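 active means response, share of CD8 T cells binding vesicles, and their 90th percentile fluorescence all below set limits, cut at about 80% in these data, passing the limit was not always enough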
#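 Incubation: binding step 1.5 h, 37 °C, antibody labelling 20 min, ice; system: murine 2C transgenic CD8+ T lymphocytes; technique: cytometric PE anti-B7-1 and Alexa647 anti-CD8 signals after 1% paraformaldehyde fixation; also added: QL9-charged Drosophila Ld/ICAM-1/B7-1 vesicles; control set: naked versus QL9-loaded vesicles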
# human PMI inhibition: MPI enzyme activity inhibition – biochemical, fluorescence intensity, coupled assay, primary screen (AID 1209); purified PMI enzyme, coupled fluorescence intensity; higher % means a stronger effect; inhibition, % at 20 µM; hits with a dose series show IC50 in µM; hit rate 0.42% among 190,000; in the data active means inhibition above about 50%;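 further: plate controls were DMSO vehicle for no effect and wells lacking substrate for full effect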
# Myeloid diff 2: promotes myeloid progenitor differentiation | hit rate 1% among 360,000 | calls only at 10 µM | ER-HoxA9 myeloid progenitors, lysozyme-GFP differentiation, flow cytometry | AID 624256;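 active means normalized GFP-positive differentiation at or above the plate's own cutoff, the solvent-only control mean plus 3 SD; inconclusive means no clear call, values can overlap the other calls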;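 further: cells exposed to compound for four days before flow analysis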
# MT stabilizer: microtubule stabilizers in HeLa cells. HeLa tubulin immunostaining HCS, 24 h; share of cells brighter than vehicle mean+2SD. % tubulin-high responders, % at 10 µM. hit rate 0.83% among 200,000. AID 2205;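 active means plate Z-score above 3 for both tubulin-high and condensed-nucleus cell shares, with cell loss under 80%, at 10 µM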;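 further: anti alpha tubulin signal scored within the nucleus-defined area of each cell; some results filed as inactive read as strong as hits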
# Dynein transport cytoplasmic EGFP: second read-out of Dynein transport, no call of its own (marks repeat the call); z-score; measured here: cytoplasmic GR-EGFP intensity; stronger effect = higher value
# Dynein transport nuclear GR-EGFP: recorded beside Dynein transport, whose call it bears; z-score; measured here: nuclear GR-EGFP intensity;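 lower value marks the stronger effect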
# Dynein transport cell count: second read-out of Dynein transport, no call of its own (marks repeat the call); z-score; measured here: cell count per field
# Ins promoter up cell count: further read-out of Ins promoter up, marked with its call; cell count; measured here: cytotoxicity, nuclei count;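 total cells summed across four imaged fields per well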
# Lipid droplet cells 6.5 µM: second read-out of Lipid droplet, no call of its own (marks repeat the call); cell count; measured here: cell count, cytotoxicity flag;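 cells counted across two imaged fields per well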
# b-catenin transl cell count 5 µM: also measured in b-catenin transl; calls as there; cell count; measured here: cell count, cytotoxicity flag
# T cell HTS vesicle-bound %: recorded beside T cell HTS, whose call it bears; double positive events, %; measured here: CD8+ vesicle-bound cell fraction;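 binding gate set so that unloaded-vesicle control wells show 10% double positive cells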
# MT stabilizer Hoechst-high %: also measured in MT stabilizer; calls as there; % Hoechst-high responders; measured here: nuclear condensation Hoechst responders;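 share of cells brighter than vehicle mean plus two SD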
# MT stabilizer cytotoxicity %: second read-out of MT stabilizer, no call of its own (marks repeat the call); toxicity, %; measured here: cytotoxicity by cell density;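 0% = mean cell density of plate MIN control wells and 100% = no cells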
# Myeloid diff 2 GFP+ MAC1+ %: further read-out of Myeloid diff 2, marked with its call; GFP+ MAC1+ double positive, %; measured here: differentiation confirmed by MAC1 staining
# * = called active by the depositor; i = inactive; u = inconclusive; x = no result given.
SMILES,Dynein transport,Dynein transport cytoplasmic EGFP,Dynein transport nuclear GR-EGFP,Dynein transport cell count,TNAP activation fold,Lipid droplet,Lipid droplet cells 6.5 µM,Ins promoter up,Ins promoter up cell count,b-catenin transl,b-catenin transl cell count 5 µM,T cell HTS,T cell HTS vesicle-bound %,human PMI inhibition,Myeloid diff 2,Myeloid diff 2 GFP+ MAC1+ %,MT stabilizer,MT stabilizer Hoechst-high %,MT stabilizer cytotoxicity %
CC(=O)Oc1cc2c(C(=O)NCCN3CCOCC3)c(C)oc2c2ccccc12,0.51,-0.23,0.62,-0.28,1.1,x,x,-0.8,1228,-1.6,934,i,54,15%,u,x,2.6,3.0,12
Cc1nc2ccccc2c(=O)n1/N=C/c1cccnc1,0.0061,-0.097,0.057,1.4,1.2,4,766,-0.28,957,x,x,i,53,0%,i,1.2,3.0,2.3,11
CC12CC(NC(=O)N1c1ccc(C(=O)N3CCN(c4ccccn4)CC3)cc1)c1ccccc1O2 (stereo not drawn),0.27,-0.21,0.33,-0.33,1.1,x,x,0.68,1556,-1.4,990,x,x,10%,x,x,1.6,1.7,9.7
COc1ccccc1N(C)S(=O)(=O)c1ccc(C(=O)Nc2ccc3nc(C)sc3c2)cc1,-0.29,-0.29,-0.39,0.25,1,-2,641,0.21,1099,-1.0,917,i,48,19%,i,0.3,2.4,2.2,5.6
COc1cc(C(=O)OC(C)C(=O)N2CCc3ccccc3C2)ccc1OCC(=O)N1CCOCC1 (stereo not drawn),-1.2,-0.23,-0.47,0.58,1,2,731,x,x,0.4,1179,i,54,6%,i,0.3,4.6,2.3,13
NC(=O)C1CCCN(S(=O)(=O)c2ccc(Br)cc2)C1 (stereo not drawn),2.1,-0.21,1.2,-1.1,1.1,-16,727,-0.2,1310,-7.4,1161,i,59,1%,i,0.0,4.7,2.3,1.1
COc1ccccc1C(=O)CSc1nnc(-c2ccco2)o1,0.26,-0.37,0.48,0.36,1.1,3,674,0.42,1261,2.0,1042,i,17,-17%,i,0.1,2.3,2.5,7.3
O=C(COc1ccccc1Cl)OCC(=O)N1CCN(S(=O)(=O)c2ccccc2)CC1,0.48,-0.21,0.69,2.2,1.1,2,730,-0.06,1110,x,x,i,22,16%,i,1.1,1.6,0.1,5.9
CCc1ccc(-c2nc(CSCC(=O)N3CCN(c4ccccn4)CC3)c(C)o2)cc1,0.45,0.12,0.58,0.51,1.1,x,x,x,x,x,x,i,57,6%,i,2.4,8.1,1.9,4.2
N#CC1=C(N)Oc2n[nH]c(-c3cccs3)c2C1c1ccoc1 (stereo not drawn),-0.79,0.047,-0.47,0.47,0.9,16,777,-0.66,1275,-1.8,1048,i,32,20%,i,1.3,3.2,1.8,3.0
CCOc1ccc(N2CC(=O)Nc3ccccc3NCC2=O)cc1,1.6,-0.18,1.2,-1.6,1,x,x,0.31,1259,-1.6,963,i,46,6%,i,1.7,2.6,2.6,17
Cc1cc(C(=O)NCCCN2CCN(C3CCCCC3)CC2)n(-c2ccccc2)n1,-0.81,-0.27,-0.42,0.68,1.1,1,662,x,x,-0.7,1116,i,51,22%,i,1.8,3.2,2.3,4.3
COc1ccc(/C=N/n2cnc3c([nH]c4ccc(C)cc43)c2=O)cc1CN1CCCC1,-0.086,0.18,-0.043,0.84,x,-33,669,-0.02,1042,0.1,1255,i,28,x,u,x,x,x,x
CC(C)C(C)NC(=O)COc1ccc(Sc2ccc(OCC(=O)NC(C)C(C)C)cc2)cc1 (stereo not drawn),-0.36,-0.2,-0.12,0.47,1,-2,681,0.72,1389,-0.3,941,i,48,6%,i,0.9,3.5,2.0,14
COc1ccccc1OCC(=O)Nc1ccc(Cl)cc1,0.8,-0.21,0.11,-0.032,1,-5,710,x,x,-0.1,1197,i,53,-6%,i,1.0,1.6,1.8,3.4
CCCc1nnc(NC(=O)CCC(=O)NC2CCCc3ccccc32)s1 (stereo not drawn),0.87,-0.22,1.1,-0.59,1,3,597,2.2,1294,0.2,990,i,50,-2%,i,1.2,4.1,3.2,7.0
Nc1ccnn1Cc1cccnc1,-0.36,-0.21,-0.14,0.57,1.1,2,779,-0.11,1250,-0.5,1184,i,31,11%,i,1.2,1.8,1.7,9.0
CCOc1ccc(C(=O)CN2CCN(S(=O)(=O)c3ccc(Cl)cc3)CC2)cc1,-0.59,-0.32,-0.28,0.95,1.1,x,x,-0.47,1006,-0.8,1432,i,30,-9%,i,1.0,5.0,5.1,2.5
O=C(O)CCCCCn1c(O)c(C=C2N=c3ccccc3=N2)sc1=S,-0.27,-0.3,-0.21,0.18,1.5,-33,680,0.65,1586,-0.2,1064,i,39,1%,i,1.1,1.9,3.3,6.3
Cc1ccccc1N/N=C1\CCCNC1=O,0.25,-0.22,-0.068,0.47,1,x,x,0.8,1414,-1.5,1393,i,51,3%,i,0.1,1.8,1.1,2.7
CCC(=O)c1c[nH]c(C(=O)NCCc2ccccn2)c1,0.36,-0.22,-0.13,-0.27,1,3,666,0.54,1845,-3.9,1119,i,39,4%,i,0.8,2.9,1.8,7.3
COc1cc(-c2nnc(COc3ccc4cc(Br)ccc4c3)o2)cc(OC)c1OC,-0.21,-0.18,-0.073,0.44,1,x,x,0.13,1125,-3.2,1008,i,50,9%,i,1.1,4.7,6.4,1.7
Nc1nnc(-c2ccc(Cl)cc2Cl)s1,1.7,-0.16,1.7,-1.2,1.1,-1,742,-0.03,1641,-3.8,1018,i,48,6%,i,0.4,3.2,1.3,12
CCc1cccc(C)c1NC(=O)C1CN(S(=O)(=O)c2ccccc2)CCN1S(=O)(=O)c1ccccc1 (stereo not drawn),-0.55,-0.3,-0.52,0.52,1.3,-13,656,0.43,1462,0.6,1104,i,50,5%,i,0.3,3.2,2.3,5.7
N#CC(C(=O)NC1CCCCC1)c1nc2ccccc2nc1N1CCOCC1 (stereo not drawn),x,x,x,x,1,x,x,0.66,1052,0.9,1134,x,x,-3%,x,x,x,x,x
CCc1ccccc1NC(=O)CSc1nc(-c2ccccc2)nn1C(=O)c1cccc([N+](=O)[O-])c1,-0.028,-0.2,0.4,-0.011,0.8,x,x,0.93,1624,-3.0,1418,i,44,6%,x,x,4.2,2.1,4.2
N/C(=N\OC(=O)c1ccco1)c1ccccn1,-0.4,0.24,-0.0038,0.93,1,13,733,-1.5,1564,0.4,1510,i,57,8%,i,0.2,1.5,1.8,6.2
Cc1cccc(Oc2ccc(NC(=O)C3CC=CCC3C(=O)O)cc2)c1 (stereo not drawn),2.5,-0.058,2,-2,1.1,-13,666,0.05,1513,0.3,1572,i,61,1%,i,0.1,3.2,1.4,6.5
COc1cccc(-c2nn(-c3ccccc3)cc2CN(C)Cc2c(C)nc3ccccn23)c1,1.3,0.047,1.1,-2.2,2.1,-22,647,x,x,0.9,885,i,46,21%,i,0.3,2.5,1.9,3.3
CCn1cc(Cl)c(C(=O)NNC(=O)CCn2cc([N+](=O)[O-])cn2)n1,-0.28,-0.16,-0.3,0.086,2.5,x,x,0.02,1221,-2.2,571,i,44,-2%,i,0.0,1.5,4.3,5.6
O=C(NCc1c(Cl)cccc1Oc1ccccc1)c1ccccc1,-0.19,-0.087,-0.12,0.17,x,-5,743,0.45,1470,-1.1,1150,i,19,x,i,0.3,x,x,x
Cc1ccc(NC(=O)CCSc2nnc(-c3ccco3)o2)cc1,0.47,-0.39,0.46,0.17,1,1,725,0.95,883,5.2,1019,i,46,-12%,i,0.5,5.3,2.5,7.7
O=C(NCC1CCCO1)C(=O)N/N=C/c1cc(Cl)ccc1O (stereo not drawn),-0.8,-0.25,-0.26,0.54,x,-10,688,-0.09,1125,-0.8,1325,i,61,x,i,0.5,x,x,x
CCCNC(=O)COc1ccc(S(=O)(=O)Nc2ccc(C)cc2)cc1,0.71,0.0027,0.52,-0.71,1.1,6,751,x,x,2.3,953,i,31,-1%,i,0.8,1.8,1.0,7.7
COc1cc(NC(=O)C2=C(N3CCOCC3)/C(=C/c3ccc(Cl)cc3)CC2)cc(OC)c1OC,-1.9,0.072,-0.98,0.26,1.2,-13,613,0.48,1422,1.3,1095,i,14,27%,i,1.3,3.4,2.6,7.0
